# CCHFV vOTU inh = CCHFV vOTU protease inhibition. Pep-AMC fluorescence. inhibition, % at 11.5 µM. 370,000 tested, 0.55% active; in the data active means inhibition above about 30%; further: 0% = vehicle wells with enzyme and 100% = no enzyme wells
# BoNT-A LC inh2 = blocks Botulinum neurotoxin A light chain protease | multiplex microsphere protease substrate cleavage, flow cytometry | inhibition, % at 10 µM | 360,000 tested, 0.17% active | AID 588499; further: plate controls were buffer without enzyme for full effect and enzyme alone for no effect
# Rv3671c protease = inhibitors of M. tuberculosis serine protease Rv3671c | P9WHR9 | AID 2606 | 320,000 tested, 0.048% active | inhibition, % at 5.96 µM; in the data active means inhibition above about 38%;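 further: extracellular domain of Rv3671c used as enzyme; 0% = enzyme with DMSO and 100% = no enzyme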
# SARS 3CLpro inh = SARS-CoV 3CLpro protease inhibition. 290,000 tested, 0.14% active. AID 1706. inhibition, % at 6 µM. recombinant SARS-CoV 3CLpro, quenched FRET peptide cleavage. P0C6X7; in the data active means inhibition above about 12%
# PrPC surface inh = cell surface PrPC inhibition, primary TR-FRET screen | inhibition, % at 13.8 µM | P04156 | TR-FRET read-out | 370,000 tested, 0.43% active; in the data active means inhibition above about 24%; further: 0% = median of the test wells and 100% = reference compound wells
# Anthrax LF prot = inhibitors of Bacillus anthracis lethal factor protease; P15917; multiplex microsphere protease cleavage assay, LF; inhibition, % at 10 µM; 360,000 tested, 0.12% active; AID 588501; further: plate controls were buffer without enzyme for full effect and enzyme alone for no effect
# Target sequence (P15917 whole entry, looked up): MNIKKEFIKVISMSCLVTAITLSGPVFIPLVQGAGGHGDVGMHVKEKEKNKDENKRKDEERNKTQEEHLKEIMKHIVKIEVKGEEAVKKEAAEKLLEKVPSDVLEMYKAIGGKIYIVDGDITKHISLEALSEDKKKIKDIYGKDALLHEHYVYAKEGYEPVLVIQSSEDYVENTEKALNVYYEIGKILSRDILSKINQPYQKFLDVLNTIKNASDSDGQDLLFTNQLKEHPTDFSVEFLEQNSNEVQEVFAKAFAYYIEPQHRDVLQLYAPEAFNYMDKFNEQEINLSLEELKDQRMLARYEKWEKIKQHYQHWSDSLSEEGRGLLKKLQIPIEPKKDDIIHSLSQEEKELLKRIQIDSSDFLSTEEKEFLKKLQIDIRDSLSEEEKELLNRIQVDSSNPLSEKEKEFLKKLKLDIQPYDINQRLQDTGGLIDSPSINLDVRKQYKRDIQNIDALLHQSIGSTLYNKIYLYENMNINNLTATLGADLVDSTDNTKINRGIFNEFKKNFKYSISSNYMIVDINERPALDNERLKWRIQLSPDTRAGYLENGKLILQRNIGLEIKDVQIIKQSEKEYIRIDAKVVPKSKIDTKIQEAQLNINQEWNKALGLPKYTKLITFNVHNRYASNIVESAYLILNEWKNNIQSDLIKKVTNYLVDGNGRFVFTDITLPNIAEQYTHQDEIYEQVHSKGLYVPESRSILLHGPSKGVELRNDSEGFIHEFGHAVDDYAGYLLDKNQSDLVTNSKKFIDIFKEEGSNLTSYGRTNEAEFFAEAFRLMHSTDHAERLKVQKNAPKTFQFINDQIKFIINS
# VHR inh abs = blocks human VHR1 dual specificity phosphatase | inhibition, % at 13.3 µM | recombinant VHR phosphatase, pNPP absorbance | 290,000 tested, 0.52% active | P51452 | AID 1654; in the data active means inhibition above about 50%; further: some compounds called inactive have numbers as strong as hits
# Target sequence (P51452 whole entry, looked up): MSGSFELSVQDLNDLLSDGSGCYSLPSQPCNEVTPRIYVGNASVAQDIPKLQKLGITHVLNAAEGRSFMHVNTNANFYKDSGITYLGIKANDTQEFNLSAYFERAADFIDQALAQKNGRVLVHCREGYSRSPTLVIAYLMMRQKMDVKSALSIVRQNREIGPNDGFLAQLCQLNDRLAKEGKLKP
# MazEF act = increases E. coli MazEF RNase cleavage of RNA; AID 504720; FAM/BHQ RNA-DNA oligo cleavage fluorescence, 5 h; 350,000 tested, 0.32% active; P0AE70; activation, % at 20 µM; in the data active means activation above about 50%
# Target sequence (P0AE70 whole entry, looked up): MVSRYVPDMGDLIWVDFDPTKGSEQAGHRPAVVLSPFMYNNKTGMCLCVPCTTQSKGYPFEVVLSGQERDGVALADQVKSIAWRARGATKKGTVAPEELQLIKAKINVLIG
# BoNT F protease = blocks Botulinum neurotoxin F light chain protease; Multiplex microsphere protease cleavage assay, flow cytometry; inhibition, % at 10 µM; 360,000 tested, 0.22% active; AID 588497; in the data active means inhibition above about 35%, passing the limit was not always enough; inconclusive means no clear call, values can overlap the other calls; further: plate controls were buffer without enzyme for full effect and enzyme alone for no effect
# SSB-PriA inh = inhibitors of Klebsiella pneumoniae PriA binding to SSB C-terminal tail; AlphaScreen SSBct-PriA binding, biotinylated peptide; inhibition, % at 33 µM; 430,000 tested, 0.6% active; AID 1272365; in the data active means inhibition mostly above about 37%, no sharp cut-off; inactive means mostly below about 20%;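 further: plate controls were negative control peptide for no effect and reference peptide for full effect; strong numbers were not always called active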
# Active calls of the source: *; i = inactive; ? = inconclusive; nt = no result given. Unless noted, no stated cut-off is given here; in the data, active means inhibition above about 30%; inconclusive means no clear call, values can overlap the other calls; inactive means below that.
SMILES,CCHFV vOTU inh,BoNT-A LC inh2,Rv3671c protease,SARS 3CLpro inh,PrPC surface inh,Anthrax LF prot,VHR inh abs,MazEF act,BoNT F protease,SSB-PriA inh
CC(=O)N1C(=O)C2(C(C#N)=C(N)Oc3n[nH]c(-c4ccccn4)c32)c2ccccc21 (centres undefined),-1.3,-0.6,-15.3,-5.1,-9.6,4.0,-2.1,-3.0,-14.1,-12.9
Cc1ccc(C(=O)OCC(=O)NC2CCCCCCC2)cc1C,3.8,-0.2,nt,nt,-4.0,4.9,nt,-5.5,-0.8,nt
CCc1ccc(S(=O)(=O)NCc2cccs2)cc1,2.4,0.9,2.1,1.8,-0.8,1.9,17.9,3.0,0.7,-1.3
C=CCN1C(=O)NC(=O)/C(=C/c2cc3c4c(c2)CCCN4CCC3)C1=O,-4.5,-0.3,0.7,-0.5,-7.2,-3.5,-9.9,-62.6,-12.3,-10.7
CCn1c(CCC(=O)Nc2nc3c(s2)CCCC3)nc2cc(S(=O)(=O)N(C)C)ccc21,2.0,0.6,-7.3,1.1,-4.4,0.2,9.7,-3.7,8.3,-17.6
CCCCC1=CC2=CC(=O)C(C)(OC(=O)CC)C(=O)C2=CN1CCOC (centres undefined),nt,0.0,-1.1,nt,nt,-2.2,26.3,-6.1,-3.5,5.4
CC(C)Cn1c(SCC(=O)NC(=O)NC2CCCC2)nc2ccccc21,10.2,0.2,-3.4,-7.9,11.3,1.0,5.9,3.5,-2.7,-9.7
CCN1CCN(c2ccc(S(=O)(=O)N3CCOCC3)cc2NC(=O)c2sccc2C)CC1,-0.6,0.9,5.0,nt,-13.4,1.1,nt,3.3,-2.1,-18.6
Cc1cc(C)nc(Nc2ccc(C(=O)O)cc2)n1,-5.7,-0.2,-2.6,0.6,-5.5,-2.4,0.0,4.2,-5.8,-6.6
COCCCNC(=O)COC(=O)c1ccc(-c2nc3ccccc3s2)s1,-71.5,-0.2,1.1,-3.0,-6.3,-4.5,24.4,1.7,-0.2,-4.8
CCC(C)c1ccc(NC(=S)NCCn2cc(Cl)cn2)cc1 (centres undefined),9.7,-1.3,-8.6,8.6,10.7,-1.2,12.9,4.2,-3.3,5.9
O=[N+]([O-])c1ccc(O)c(CNCc2ccccc2)c1,-5.1,-0.6,nt,nt,-3.4,1.9,nt,12.0,4.1,-6.0
C=CCNS(=O)(=O)c1ccc(N2C(=O)c3ccccc3C2=O)cc1,-1.8,-0.1,-1.0,-0.7,2.9,0.1,20.4,6.9,4.3,-0.3
O=C(O)COCC(=O)Nc1ccc(-n2nc(C(F)(F)F)cc2-c2cccs2)cc1,7.3,-0.8,1.6,2.4,1.7,-0.2,-7.7,-25.8,-5.5,-4.3
CCCN1CCN(C(=O)c2ccccc2-c2nc3ccccc3s2)CC1,-3.9,0.9,-6.2,-0.2,-6.0,2.3,1.5,1.2,4.4,-1.2
CC(C)C(CCNC1CCN(C)CC1)c1ccc(Cl)cc1 (centres undefined),-15.8,-0.7,3.6,-6.0,-22.2,-6.1,17.2,8.0,-13.8,-8.5
NC(=O)C1(N2CCCCC2)CCN(S(=O)(=O)c2cc(Cl)sc2Cl)CC1,-8.1,nt,5.1,2.9,1.9,nt,13.1,6.5,nt,3.5
O=C(c1ccc(C(F)(F)F)cc1)C1CCCN(C(=O)Cn2cncn2)C1 (centres undefined),10.3,1.7,-3.6,-5.5,4.6,13.1,40.0,-2.0,8.9,0.2
COC(=O)[C@]1(C)N[C@H](CN(C)C(=O)Nc2ccc(Cl)cc2)[C@@H]2C(=O)N(Cc3ccccc3)C(=O)[C@@H]21,8.5,0.1,6.9,nt,8.2,1.5,nt,11.8,-5.2,-7.0
c1csc(CNCCN2CCOCC2)c1,4.6,0.5,-13.1,-0.6,-3.2,-2.2,7.8,-2.1,-0.3,-12.4
COc1ccc(-c2nn(-c3ccccc3)cc2/C=N/Nc2ccccn2)cc1OC,4.0,-1.4,21.4,-4.4,2.5,-7.6,-4.8,-25.9,-12.6,nt
CCOC(=O)C1=C(CC)Nc2ccccc2N/C1=N\S(=O)(=O)c1cc(Br)ccc1Br,7.4,0.4,nt,6.6,6.9,-5.2,16.5,1.6,0.7,nt
COc1cccc(-c2nnc3sc(-c4ccccc4)nn23)c1,11.1,?,-14.9,-1.8,-2.2,1.3,13.4,6.8,-1.7,-3.6
Cc1c(CN2CCN(CC(C)(C)C)C(CCO)C2)[nH]c2ccccc12 (centres undefined),-3.1,-2.0,nt,-1.1,5.1,-0.7,14.9,10.1,-32.0,-16.3
COc1ccc2cc1Oc1ccc(cc1)C[C@H]1c3c(cc4c(c3Oc3cc5c(cc3OC)CCN(C)[C@@H]5C2)OCO4)CCN1C,4.4,-1.4,-3.9,nt,-13.5,-10.6,18.7,-7.0,-11.9,9.2
CS(=O)(=O)Nc1cccc(NC(=O)c2ccc(-n3ccnc3)c3ccoc23)c1,15.6,-0.4,nt,nt,5.8,-1.8,nt,nt,-5.0,nt
Brc1ccccc1/C=N/N1CCCCC1,7.2,0.6,1.4,1.8,7.7,-10.9,nt,3.4,?,nt
COC(=O)c1c(-c2ccc(F)cc2)csc1NC(=O)C1CCCO1 (centres undefined),7.1,-0.4,3.5,4.3,1.4,-4.5,1.2,0.6,1.3,-2.8
CCOc1ccccc1C(=O)NCC(=O)N(C)Cc1ccccc1C,-7.0,-6.4,1.1,1.0,8.5,11.4,-6.7,-21.7,-13.5,3.0
Cc1nc2cc(N3CCN(C)CC3)c(NC(=O)Cc3ccccc3)cc2c(=O)n1Cc1ccccc1,17.6,-1.7,1.4,-4.0,-4.7,-6.1,33.9,12.9,-43.2,5.2
Cc1cccc(NC(=O)c2cccs2)n1,5.5,0.3,-4.8,0.3,1.8,-0.2,15.4,1.0,-10.6,-13.1
CCc1nc(Nc2ccc(OC)c(OC)c2)c2nnn(Cc3ccccc3Cl)c2n1,-1.1,-0.3,-0.2,1.0,0.0,5.4,8.7,-2.2,-0.8,-19.2
Cc1ccc(CCNC(=O)c2ccc(CS(=O)(=O)c3ccccc3C)o2)cc1,4.1,-0.7,7.3,-0.1,10.0,1.3,-9.0,0.5,-0.7,-27.4
CC(=O)Nc1ccc(S(=O)(=O)N=S(C)(C)=O)cc1,-10.2,0.1,-6.5,3.4,6.9,-2.2,4.6,4.2,4.3,5.3
CCOC(=O)N1CCN(CC(O)COCCC23CC4CC(CC(C4)C2)C3)CC1 (centres undefined),8.0,-0.3,-1.1,-2.4,-2.5,-0.1,20.8,-5.0,-10.9,-7.4
CCCc1nnc(NC(=O)C2CCN(C(=O)c3ccco3)CC2)s1,-4.2,0.0,1.5,1.2,-6.0,-7.9,17.0,-13.3,25.9,-2.6
Cc1ccc(S(=O)(=O)c2cccc(S(=O)(=O)N3CCOCC3)c2)cc1S(=O)(=O)N1CCOCC1,-1.6,-2.0,-17.0,-0.3,4.4,-8.3,14.7,2.3,-25.0,-0.4
O=C(COc1cccc(Br)c1)Nc1ccc(N2CCOCC2)cc1N1CCOCC1,-6.6,2.9,9.3,nt,-10.7,5.5,nt,5.9,-2.9,-6.8
CCC(C)NC(=O)COC(=O)c1csc2c1CCCC2 (centres undefined),-15.1,0.1,5.3,-0.6,2.2,0.1,2.6,-0.1,1.1,0.3
COc1ccc(/C(O)=C2\C(=O)C(=O)N(Cc3ccco3)C2c2ccc(OC)cc2OC)cc1 (centres undefined),14.7,1.3,-6.8,-2.4,-2.5,2.9,20.8,6.5,-2.1,nt
O=C(CCCC(=O)N/N=C/c1ccccc1C(=O)O)N/N=C/c1ccccc1C(=O)O,-1.2,-0.3,-2.2,1.7,-1.4,-2.5,31.3,1.9,-1.9,i
CC(=O)c1cccc(S(=O)(=O)N2CCCC(c3nc(-c4ccc(C)o4)no3)C2)c1 (centres undefined),4.7,?,1.2,3.5,11.0,-2.5,33.4,-12.5,-3.1,-3.5
CCCSc1ccc(-c2nn(-c3ccccc3)cc2/C=C(/C#N)C(=O)NCCCOC)cc1,-9.9,-1.1,-25.3,0.7,-3.0,-5.8,-3.6,-10.1,-2.5,-0.4
O=C(CCC(=O)NC1CCN(Cc2ccccc2)CC1)NCc1ccco1,-6.8,?,-8.4,-3.5,0.7,-1.3,12.1,3.5,-1.6,-6.3
COc1ccc2[nH]cc(S(=O)(=O)c3ccc(F)cc3)c(=O)c2c1,4.9,0.4,7.2,2.1,5.3,-3.7,-8.6,-9.3,-4.8,104.2*
CN(CCC#N)C(=S)NC(=O)c1ccc(S(=O)(=O)N2CCOCC2)cc1,9.1,-0.4,1.7,3.4,3.8,-0.8,32.4,7.8,-1.2,-1.9
COc1ccc(CNC(=O)COC(=O)c2cccn2C)cc1,4.7,1.0,0.3,nt,-7.6,4.9,nt,2.4,3.9,1.4
CCN(CC)c1nc(N2CCOCC2)c(C#N)c2c1CN(C)CC2,3.5,-0.3,5.3,1.6,-4.9,-3.5,12.1,-8.3,3.5,-13.9
COc1cc(/C=C(/NC(=O)c2ccccc2)C(=O)N2CCN(C)CC2)c([N+](=O)[O-])cc1OC,-14.1,0.1,-8.1,5.5,-19.8,-0.5,2.3,0.1,4.1,-4.2
Cc1ccc(C)c(N2CCN(CCCNC(=O)Cn3cccc3C(=O)c3ccccc3)CC2)c1,-2.9,-0.4,4.0,3.6,-9.1,-7.2,11.9,3.9,-3.0,18.5
OCCC#Cc1ccc(CN2CCN(Cc3ccccc3)C(CCO)C2)cc1 (centres undefined),-4.0,0.2,-5.2,3.7,2.0,-5.1,18.2,-4.7,-4.7,5.2
Cc1ccc2[nH]c3c(=O)n(CCc4cnc[nH]4)cnc3c2c1,-1.4,0.3,8.6,-3.6,1.0,-0.7,16.4,-1.6,-5.9,6.4
NNC(=O)c1ccc(CN2C(=O)c3cccc4cccc2c34)cc1,-0.2,0.2,-29.4,4.5,-0.2,-8.2,-0.6,-1.8,-5.4,-8.9
CN(Cc1nc2ccccc2c(=O)[nH]1)C(=O)c1cccc(S(=O)(=O)N2CCCC2)c1,1.5,-2.5,-0.7,nt,-5.6,-0.9,nt,0.8,-0.1,-0.7
CCCC(C)(C)C(=O)N1CCC1(C)C(=O)NS(=O)(=O)c1cccc(Cl)c1 (centres undefined),15.5,0.1,nt,nt,1.7,-2.2,nt,nt,-1.1,nt
COc1ccc(C(=O)NCCc2nnc3ccc(SCC(=O)Nc4cc(C)on4)nn23)cc1,9.5,0.3,-3.0,1.5,4.4,-2.0,15.4,1.5,-4.2,-7.1
O=C(ONC1=NCCCCC1)c1ccc(Cl)cc1,-0.1,-0.2,-5.2,-0.2,-8.0,-2.0,0.3,-0.6,8.0,-5.2
O=C(Nc1nc(-c2cccs2)cs1)c1cccc(S(=O)(=O)N2CCCCC2)c1,15.2,0.1,-99.6,-4.0,12.8,-1.0,-9.6,-0.2,-3.0,5.7
O=C(Nc1ccc(NC(=O)c2cccs2)cc1)c1ccc(Br)o1,14.0,-0.2,-4.0,5.6,-2.1,1.1,36.8,-2.9,-0.1,-12.2

# 3 entries from above, set out differently:
Cc1ccc2[nH]c3c(=O)n(CCc4cnc[nH]4)cnc3c2c1
  CCHFV vOTU inh: -1.4; BoNT-A LC inh2: 0.3; Rv3671c protease: 8.6; SARS 3CLpro inh: -3.6; PrPC surface inh: 1.0; Anthrax LF prot: -0.7; VHR inh abs: 16.4; MazEF act: -1.6; BoNT F protease: -5.9; SSB-PriA inh: 6.4
NNC(=O)c1ccc(CN2C(=O)c3cccc4cccc2c34)cc1
  CCHFV vOTU inh: -0.2; BoNT-A LC inh2: 0.2; Rv3671c protease: -29.4; SARS 3CLpro inh: 4.5; PrPC surface inh: -0.2; Anthrax LF prot: -8.2; VHR inh abs: -0.6; MazEF act: -1.8; BoNT F protease: -5.4; SSB-PriA inh: -8.9
CN(Cc1nc2ccccc2c(=O)[nH]1)C(=O)c1cccc(S(=O)(=O)N2CCCC2)c1
  CCHFV vOTU inh: 1.5; BoNT-A LC inh2: -2.5; Rv3671c protease: -0.7; SARS 3CLpro inh: nt; PrPC surface inh: -5.6; Anthrax LF prot: -0.9; VHR inh abs: nt; MazEF act: 0.8; BoNT F protease: -0.1; SSB-PriA inh: -0.7

# Source: PubChem BioAssay (several laboratories)

# The list is partial; the hit share may differ from the screen's.
